STK33 kinase inh: inhibitors of human STK33 kinase; AID 2661; inhibition, % at 10 µM; purified STK33, MBP phosphorylation, ADP-Glo luminescence; Q9BYT3; 320,000 tested, 0.073% active;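 active means inhibition at or above 25%, using the most active replicate where run in duplicate; inactive means inhibition below 25%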
Target sequence (Q9BYT3 whole entry, looked up): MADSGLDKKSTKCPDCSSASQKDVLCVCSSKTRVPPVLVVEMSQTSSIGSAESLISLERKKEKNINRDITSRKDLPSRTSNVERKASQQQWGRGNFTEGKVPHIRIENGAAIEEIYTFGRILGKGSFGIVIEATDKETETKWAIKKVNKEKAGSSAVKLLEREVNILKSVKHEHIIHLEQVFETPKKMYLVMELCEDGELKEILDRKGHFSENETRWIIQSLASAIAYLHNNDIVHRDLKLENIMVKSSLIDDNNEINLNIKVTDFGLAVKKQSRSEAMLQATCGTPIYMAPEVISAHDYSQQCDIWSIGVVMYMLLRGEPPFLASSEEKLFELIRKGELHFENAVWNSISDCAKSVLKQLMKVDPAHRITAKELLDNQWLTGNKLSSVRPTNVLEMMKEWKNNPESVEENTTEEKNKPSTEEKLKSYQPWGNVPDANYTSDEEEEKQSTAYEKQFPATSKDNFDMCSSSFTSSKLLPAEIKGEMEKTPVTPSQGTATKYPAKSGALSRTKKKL
Kir21 block: blocks the mouse Kir2.1 inward-rectifier potassium channel. HEK293-Kir2.1, FluxOR thallium flux fluorescence; hits give low values. 310,000 tested, 0.85% active. B-score at 10 µM;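 active means fluorescence ratio B-score at or below minus 3 SD of library scores, with starting-brightness B-score within 2 SD, cut at about -4.2 in these data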;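 further: channel flux triggered by added potassium and thallium sulfate stimulus; B-score of peak minus minimum fluorescence over baseline after thallium stimulus; more negative B-score means stronger Kir2.1 block with less thallium influx; some compounds called inactive have numbers as strong as hits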
Target sequence (P35561 whole entry, looked up): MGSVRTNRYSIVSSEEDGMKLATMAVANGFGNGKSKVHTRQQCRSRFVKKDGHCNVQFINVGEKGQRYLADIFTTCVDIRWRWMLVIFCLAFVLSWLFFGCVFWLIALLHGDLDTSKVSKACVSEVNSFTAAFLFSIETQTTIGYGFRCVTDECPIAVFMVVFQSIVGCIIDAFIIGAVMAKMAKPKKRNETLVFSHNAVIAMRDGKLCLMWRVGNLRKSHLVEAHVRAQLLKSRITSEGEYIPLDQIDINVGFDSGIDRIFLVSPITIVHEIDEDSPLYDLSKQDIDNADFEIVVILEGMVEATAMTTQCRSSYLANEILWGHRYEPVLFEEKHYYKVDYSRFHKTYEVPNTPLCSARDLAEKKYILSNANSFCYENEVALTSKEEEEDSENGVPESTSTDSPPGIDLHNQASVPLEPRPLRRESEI
Active calls of the source: *; . = no result given; & = joins results of further samples.

SMILES | STK33 kinase inh | Kir21 block
Cc1ccc(C(=O)O)cc1NC(=O)c1cccs1 | -1.1 | 1.54
O=C(Nc1ccc(N2CCCC2)cc1)c1cccc(F)c1 | -1.3 | -0.29
COc1cccc(NC(=O)c2csc3c2CCCC3)c1 | 1.6 | -0.11
Cn1cc(Br)c(C(=O)Nc2c(F)c(F)c(F)c(F)c2F)n1 | -2.4 | -0.4
CCn1cc(CN2CCC(Oc3ccc(C(=O)N4CCCCC4)cc3)CC2)cn1 | -0.2 | -0.91
Cc1ccc(-n2c(C)nc3oc4ccccc4c(=O)c3c2=O)cc1 | 0.0 | 0.99
CN(CC(=O)NC(=O)NCc1ccccc1)Cc1ccc(Cl)cc1 | . | -0.95
O=C(COC(=O)c1ccc(F)c(S(=O)(=O)N2CCOCC2)c1)NC1CC1 | -1.7 | .
C(CNC1C2CC3CC(C2)CC1C3)CN1CCOCC1 (stereo not given) | -1.6 | -0.37
O=S(=O)(c1cccc2nsnc12)N1CCN(c2ccccc2F)CC1 | -0.4 | -1.2
O=C(NCC1CCCO1)c1ccc2c(c1)N(Cc1ccccc1)CCS2 (stereo not given) | -1.5 | -0.14
CCC(=O)Nc1sc2c(c1C(N)=O)CCC2 | 2.5 | 0.21
Cc1cc2nnc(SCC(=O)NCc3cccs3)n2c(N)n1 | 2.1 | -0.46
COc1ccc(OC)c(NC(=O)CSc2ccc(-c3ccco3)nn2)c1 | -1.3 | -0.49
CNC(=O)c1nc[nH]c1C(=O)NC | -1.1 | -0.55
CN(C)S(=O)(=O)c1ccc(C(=O)NCC(c2cccs2)N2CCOCC2)cc1 (stereo not given) | 11.2 | 1.72
CN(CC(=O)Nc1ccc(Cl)c(C(F)(F)F)c1)C(=O)c1ccc(OCC2CCCO2)cc1 (stereo not given) | -1.3 | -1.15
CCOC(=O)c1cnn(-c2cc(C)cc(C)c2)c1N | -0.5 | 0.07
CC(C)NC(=S)N1CCN(C(c2ccccc2)c2ccccc2)CC1 | -1.7 | 0.81
CS(=O)(=O)N(CC(=O)NCCSC1CCCCC1)c1ccc2c(c1)OCO2 | 0.0 | -0.92
CC(C)(C)N(Cc1ccccc1)C(=O)COC(=O)Cn1cnc2ccccc2c1=O | -0.3 | -0.4
COC(=O)c1ccc(/C=C2/SC(=S)N(CCCC(=O)Nc3ccccn3)C2=O)cc1 | 2.3 | -1.27
O=C(Cn1nc(-c2ccccc2)c2ccccc2c1=O)NN1CCOCC1 | -0.8 | 1.9
Nn1c(SCC(=O)NC2CCCCC2)nnc1-c1ccccc1 | -1.1 | 0.44
Cc1ccc(C(=O)OCC(=O)N2CC(C)OC(C)C2)cc1 (stereo not given) | -1.9 | 0.01
CN(Cc1ccccc1)S(=O)(=O)c1ccc2c(c1)CCC(=O)N2 | -0.2 | 0.18
O=C(CSCc1c(F)cccc1Cl)NCc1ccco1 | -0.8 | -0.02
Cc1ccc(NC(=O)Nc2ccc3c(c2)nc(C)n3C)cc1 | -0.7 | 0.69
N=C1/C(=C\c2ccc(Br)o2)C(=O)N=C2SC(CC(=O)N3CCCCC3)=NN12 | -0.6 | -0.38
CC(C)(C)n1nc2c(c1NC(=O)c1cc(Cl)ccc1[N+](=O)[O-])CS(=O)(=O)C2 | -0.7 | 1.12

SMILES | STK33 kinase inh | Kir21 block
CCOC(=O)c1sc(NC(=O)CSc2nc(-c3ccco3)cc(C(F)(F)F)n2)c(C#N)c1C | -1.7 | -0.07
CCOc1ccc(-n2c(=O)c3c4c(sc3n(CC(=O)NCC3CCCO3)c2=O)CCCC4)cc1 (stereo not given) | -2.4 | 0.11
CCOC(=O)c1c(-c2ccc(C)cc2)csc1/N=C/N(C)C | 0.5 | -0.78
CCC(=O)N1CCc2cc(OC)c(OC)cc2C1COc1ccc(F)cc1 (stereo not given) | 0.0 | -1.65
Cc1ccc(C(=O)Nc2ccccc2NC(=O)c2ccc(C)o2)o1 | 3.1 | 0.7
O=C(CCc1c[nH]c2ccccc12)OCc1ccc(Br)cc1 | -3.6 | -0.26
COc1ccc2cc(C3CC(c4ccco4)=NN3S(C)(=O)=O)c(Cl)nc2c1 (stereo not given) | 0.1 | 0.19
COc1ccccc1NS(=O)(=O)c1cccc(NS(=O)(=O)c2ccc(Cl)c(C(=O)O)c2)c1 | -0.5 | .
COc1ccc(OC)c(/C=C/C(=O)OCC(=O)c2c(N)n(C)c(=O)n(C)c2=O)c1 | -1.0 | 1.24
Cc1nn(-c2ccccc2)c(N2CCCC2)c1/C=N/NC(=O)C1CC1 | -1.4 | -0.09
Cc1cccc(-c2nsc(SCC(=O)Nc3cc(C)on3)n2)c1 | 3.3 | 0.81
O=C(Nc1cccc(NC(=O)c2sc3ccccc3c2Cl)c1)c1ccco1 | 0.6 | 1.01
Cn1c(=O)[nH]c(=O)c2c1nc(NCCCn1ccnc1)n2Cc1cccc(Br)c1 | -0.5 | 0.07
O=C(Cc1ccc(Br)cc1)NCCc1ccc(F)cc1 | -1.1 | -0.05
O=C(c1cc2cc(Cl)ccc2oc1=O)N1CCOCC1 | 0.0 | -0.89
NC(=O)c1ccccc1OCCOCCOCCOc1ccccc1C(N)=O | 0.4 | 0.1
O=C(CSc1nccn1-c1cccc(Cl)c1)NC1CCCC1 | 1.7 | -1.21
Clc1cccc(Cl)c1CSc1nnc(-c2ccncc2)s1 | -0.5 | 3.62
CCOC(=O)Cn1ncc(-c2ccccc2)c1N | -1.4 | -0.66
CCc1ccc(Nc2n[n+](-c3ccccc3)c(/C=C/c3ccccc3)s2)cc1 | 0.4 | -7.65*
COCCNC(=O)CSc1ccccc1C(=O)NC1CCCc2ccccc21 (stereo not given) | -0.4 | 0.26
Cn1c(SCC(=O)CC(=O)Nc2ccccc2)nnc1-c1ccc(O)cc1 | -1.5 | -0.15
Cc1cc2nnc(SCC(=O)NCc3ccco3)n2c2ccccc12 | -0.3 | 0.9
Cc1[nH]n(-c2ccccc2)c(=O)c1C=Nc1ccc(S(=O)(=O)Nc2nccs2)cc1 | 0.4 | 1.02
CCc1ccc(NC(=O)C2CCN(S(=O)(=O)c3ccc4c(c3)N(C(C)=O)CCO4)CC2)cc1 | -0.1 | 2.04
Cc1ccc(NC(=O)C2Cc3ccccc3C(=O)O2)cc1 (stereo not given) | -1.9 | 1.64
Cc1sc2nc(-c3ccccn3)[nH]c(=O)c2c1-c1ccccc1 | -0.3 | 0.11
COc1ccc2nc(/N=C/c3c(C)[nH]n(-c4ccc(C)cc4)c3=O)sc2c1 | -0.5 | 1.05
CCCS(=O)(=O)N1CCC(C(=O)NC2CCCCC2C)CC1 (stereo not given) | 1.3 | 1.26
CCCOc1ccccc1/C=C1/C(=O)ON=C1C | 0.3 | -0.49

SMILES | STK33 kinase inh | Kir21 block
O=C(CSc1nnc(-c2cccs2)o1)N1CCc2ccccc21 | . | -0.86
Cc1ccc(C)c(N2CCN(C(=O)c3cc4ccccc4oc3=O)CC2)c1 | 0.0 | 0.04
Cc1cs/c(=N\N=C2CCCCC2)n1Cc1ccco1 | -0.4 | -0.68
Cc1ccc(NC(=O)c2ccccc2[N+](=O)[O-])nc1 | -1.3 | 2.11
C#CCOCCOCCOCCNc1nc(N2CCN(C(=O)CCCCCCCCCCNC(=O)[C@@H](CCSC)n3cc(CCO)nn3)CC2)nc(N2CCN(C(=O)CCCCCCCCCCNC(=O)[C@H](CCC(=O)O)n3cc(CCCCCN)nn3)CC2)n1 | -1.9 | .
O=C(Nc1cccc(-c2cccc(Cl)c2)c1)C1CCN(C2CCC2)CC1 | -0.5 | -4.84*
Cc1noc(C)c1COc1ccc(C(=O)OCC(=O)N2c3ccccc3NC(=O)C2(C)C)cc1 | -0.2 | 0.85
COc1ccc(OCCNC(=O)CCCO)cc1 | -0.6 | -0.85
CCOC(=O)CN(C(=O)CSc1nnc(COc2ccc(OC)cc2)n1C)c1ccccc1 | -1.5 | 0.26
O=C1c2ccccc2C(=O)N1CCCn1c(=O)oc2ccccc21 | -0.4 | -1.11
CCOc1ccc(NC(=O)CN2CCc3ccccc3C2)cc1 | -0.1 | 2.08
CCOc1ccccc1C(=O)Nc1cccc(-c2ccc3nncn3n2)c1 | 3.6 | 3.43
COc1ccc(NC(=O)c2ccccc2OCc2c(C)noc2C)cc1OC | -0.8 | 0.49
c1ccc2c(N3CCCCC3)ncnc2c1 | 0.8 | -0.17
O=C(COC(=O)c1cn(-c2ccccc2)nc1-c1ccc(F)cc1)Nc1ncc(Cl)cc1Cl | -0.5 | -0.06
Cc1ccccc1CC1CCN(CCCNC(=O)Nc2ccccc2)CC1 | 0.0 | -2.36
O=c1ccc2ccccc2o1 | -0.1 | 0.51
COc1ccc(-c2csc(Nc3ccccc3)[n+]2Cc2ccccc2)cc1 | 0.1 | 0.56
CCOc1cc(C)c(Cl)cc1S(=O)(=O)NC1CC(C)(C)NC(C)(C)C1 | -1.7 | 0.06
CCOC(=O)N1C/C(=C\c2ccccc2)C(=O)/C(=C/c2ccccc2)C1 | . | 0.22
COC(=O)c1cc2nc(-c3ccc(C)cc3)cc(C(F)(F)F)n2n1 | -0.4 | 0.39
CC1(OC(=O)C2CCCC2)C(=O)C=C2C=C(c3ccsc3)N(CCc3c[nH]c4ccccc34)C=C2C1=O (stereo not given) | -0.1 | 2.98
COc1ccc([N+](=O)[O-])cc1NC(=O)CSc1ncccn1 | -0.5 | 1.55
CCc1ccc(NC(=S)NNC(=O)c2ccccc2OC(F)F)cc1 | 0.4 | 0.84
COc1ccc(C(=O)N2CCc3cc(OC)c(OC)cc3C2c2ccc(OC)c(OC)c2)cc1 (stereo not given) | -1.3 | 1.01
O=C(NCCc1nc2ccccc2[nH]1)/C(=C/c1ccco1)NC(=O)c1ccccc1Br | -0.4 | -0.97
C/C(=N\NC(=O)CSc1nc2nc(C)cc(C)n2n1)c1ccccc1 | -2.5 | 0.2
COc1cc(C)c(CNc2cccc(C)c2)cc1C | -1.7 | 0.05
Cc1c(Cl)cccc1NC(CC(=O)c1ccccc1)C(=O)O (stereo not given) | 0.1 | 0.67
Cc1ccccc1OCC(=O)Nc1cccc(Cl)c1C | -0.7 | -1.63

SMILES | STK33 kinase inh | Kir21 block
O=C(CSC1=NC2(CCCCCC2)N=C1c1ccccc1)Nc1ccc2c(c1)OCCO2 | -2.4 | 0.86
N=C(N)c1ccccc1 | -1.2&-0.4 | 0.51&1.77
COc1cccc(C(Nc2ccccn2)c2c(NC(=O)c3ccco3)sc(C)c2C)c1 (stereo not given) | -0.9 | 1.55
Cc1cccc(NC(=S)Nc2ccc3cn[nH]c3c2)c1 | 11.6 | 0.86
Cc1c(NC(=O)CSc2ncccn2)c(=O)n(-c2ccccc2)n1C | 3.4 | 0.82
CCN(CC)C(=O)COc1ccc2c3c(c(=O)oc2c1C)CCCC3 | -1.1 | 0.36
Cc1cc(NS(=O)(=O)c2ccc(NC(=O)CSc3nc4ncc(Cl)cc4[nH]3)cc2)nc(C)n1 | 3.2 | -0.63
COc1ccc(Cl)cc1C(=O)Nc1ccc(NC(=O)c2ccco2)cc1 | -1.2 | 0.73
O=C(C[C@@H]1C/C=C/CC[C@@H](Cc2ccc(F)cc2)C(=O)OCCNC1=O)N[C@H](CO)Cc1ccccc1 | 4.3 | .
CCn1c(C)nc2cc(C(=O)N3N=C(CCOC)CC3(O)C(F)(F)F)ccc21 (stereo not given) | 0.5 | 1.22
CC(C)(C)c1ccc(NC(=S)NCCc2ccccn2)cc1 | -1.3 | -0.02
Cc1ccc(C(c2sc3nc(C)nn3c2O)N2CCN(c3ccccc3)CC2)cc1 (stereo not given) | -1.7 | -0.69
CN(Cc1nc2ccc(Cl)cc2[nH]1)Cc1nc(-c2cnccn2)no1 | -1.2 | -0.68
COc1ccc(CCNC(=O)COc2ncnc3ccccc23)cc1 | -0.4 | -0.1
O=C(O)CCCCCN1C(=O)CSC1=S | 0.2 | 0.77
COc1ccc(C)cc1NC(=O)CN(C)S(=O)(=O)c1ccc2c(c1)CCCN2C(C)=O | -1.3 | -1.53
O=C(CSc1ccccc1F)OCC(=O)N1CCN(C(=O)c2ccco2)CC1 | -2.3 | 1.02
CN(C)CC(C)(C)CNS(=O)(=O)c1ccc(Cl)s1 | -1.3 | 0.69
Cc1noc(C)c1CSc1ccccc1C(=O)Nc1nccs1 | -4.6 | 0.22
Cc1ccc(S(=O)(=O)N2CCC(C(=O)N/N=C/c3cccn3C)CC2)cc1 | -2.1 | .
O=C(NCc1nnc(SCC(=O)N2CCCC2)o1)c1ccco1 | 0.2 | 0.3
Cc1ccccc1OCC(=O)Nc1ccc2c(c1)Cc1ccccc1-2 | 0.8 | -0.86

Single records (already shown). Order of values: STK33 kinase inh	Kir21 block
Cn1cc(Br)c(C(=O)Nc2c(F)c(F)c(F)c(F)c2F)n1 is listed with -2.4	-0.4
Cn1c(SCC(=O)CC(=O)Nc2ccccc2)nnc1-c1ccc(O)cc1 is listed with -1.5	-0.15
Cc1ccc(-n2c(C)nc3oc4ccccc4c(=O)c3c2=O)cc1 is listed with 0.0	0.99
CCOC(=O)c1sc(NC(=O)CSc2nc(-c3ccco3)cc(C(F)(F)F)n2)c(C#N)c1C is listed with -1.7	-0.07
c1ccc2c(N3CCCCC3)ncnc2c1 is listed with 0.8	-0.17

Rows were taken by chance. About 0.84% of those tested had a hit in this group.
